STAT3 activator: IL-6 driven STAT3 reporter potentiators, primary screen, U3A cells, luciferase, luminescence, MLSCN library | IL-6 STAT3-luciferase reporter; 100% = signal with IL-6 EC80 alone | activation (% of control), % at 5.6 µM | actives 0.91% (n = 190,000);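 active means activation above the screen-wide mean of compound activation plus 3 SD, cut at about 130% in these data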;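 further: 0% = background luminescence of wells with medium and substrate only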
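System – human U3A cells carrying STAT3-luciferase construct · Probe or stimulus – Interleukin-6, 33 ng/mL · Schedule – compound 1 h, then IL-6 6 h at 37 °C · Signal – luminescence from STAT3-driven luciferase reporter · Evaluation – percent of IL-6-only median luminescence · Benchmarks – IL-6-only high control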
NF-kB neuron act: activators of NF-kB expression in neurons, primary screen, cell-based, HTS | actives 1.6% (n = 190,000) | human neuronal cells, NF-kB reporter expression; stronger effect = higher value | AID 1239, 2008 | fold change at 12.5 µM; in the data active means fold change above about 3.3
FLuc inhib CS: firefly luciferase enzyme inhibitors, primary screen, artefact control for luciferase-based inhibitor screens, biochemical, luminescence, ATPLite; 10 min; inhibition, % at 10 µM; actives 1.5% (n = 200,000);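 active means inhibition above about 50% when tested at 10 µM, limit read from the data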
Target sequence (P08659 whole entry, looked up): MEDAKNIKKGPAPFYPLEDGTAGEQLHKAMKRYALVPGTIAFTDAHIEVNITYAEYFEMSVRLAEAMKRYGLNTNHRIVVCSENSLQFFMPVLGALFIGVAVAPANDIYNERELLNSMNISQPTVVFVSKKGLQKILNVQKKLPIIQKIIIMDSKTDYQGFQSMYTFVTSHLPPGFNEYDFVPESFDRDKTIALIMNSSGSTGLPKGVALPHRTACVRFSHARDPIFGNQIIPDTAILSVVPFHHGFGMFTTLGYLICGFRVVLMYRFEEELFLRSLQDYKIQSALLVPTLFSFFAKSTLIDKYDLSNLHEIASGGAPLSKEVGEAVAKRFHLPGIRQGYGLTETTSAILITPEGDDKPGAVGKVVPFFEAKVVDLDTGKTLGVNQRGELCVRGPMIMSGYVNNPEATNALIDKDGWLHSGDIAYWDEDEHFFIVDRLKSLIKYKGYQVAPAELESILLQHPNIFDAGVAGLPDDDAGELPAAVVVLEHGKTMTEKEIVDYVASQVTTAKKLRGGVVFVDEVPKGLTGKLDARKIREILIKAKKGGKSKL
ROMK primary: ROMK potassium channel modulators, primary screen, cell-based, thallium flux, MLSMR library | actives 2% (n = 130,000) | ATP-sensitive inward rectifier potassium channel 1 (Homo sapiens), P48048 | B-score at 10 µM | Tet-inducible ROMK, thallium flux fluorescence; actives lie on both sides;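 active means signal ratio slope over the read window, or its plate-corrected B-score, at least 3 SD from the plate mean, either direction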;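 further: B-score of the F/F0 ratio slope over 7 to 12 s after thallium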
Target sequence (P48048 whole entry, looked up): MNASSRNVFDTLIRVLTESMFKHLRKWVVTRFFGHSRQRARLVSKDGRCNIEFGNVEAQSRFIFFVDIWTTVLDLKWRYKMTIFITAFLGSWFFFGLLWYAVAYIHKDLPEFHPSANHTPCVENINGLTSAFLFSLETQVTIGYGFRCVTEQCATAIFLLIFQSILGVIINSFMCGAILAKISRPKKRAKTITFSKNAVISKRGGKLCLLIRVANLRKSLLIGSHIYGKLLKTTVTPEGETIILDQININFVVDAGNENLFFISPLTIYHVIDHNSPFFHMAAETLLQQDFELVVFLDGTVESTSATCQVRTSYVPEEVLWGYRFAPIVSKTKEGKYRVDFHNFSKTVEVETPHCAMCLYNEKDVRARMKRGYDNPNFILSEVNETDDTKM
FLuc stim CS: FLuc activators, initial screening, artefact control for FLuc-dependent activation tests, biochemical, ATPlite luminescence; Luciferin 4-monooxygenase (Photinus pyralis), P08659; ATPlite luciferase biochemical, 10 min; 0 = ATP-free wells, 1 = DMSO control; activation factor at 10 µM; 200,000 tested, under 10 active;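 active means luciferase activation factor, scaled between plate controls, of at least 2 with compound at 10 µM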
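Assay system: Luciferase/luciferin detection reagent, cell-free biochemical luciferase assay / Read-out: luciferase activation / Benchmarks: No-ATP low control, compound-free enzyme-plus-ATP high control / Medium: PBS buffer for ATP / Detection: luminescence measurement of luciferase light output / Schedule: 10 min at ambient temperature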
STAT1 inh: STAT1 signaling inhibitors, primary screen, cell-based, HTS, luciferase reporter | inhibition, % at 5.5 µM | NIH 3T3 STAT1-luciferase reporter, IFN-gamma, luminescence | actives 0.35% (n = 200,000);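 active means inhibition above a set limit, the mean inhibition across all tested compounds plus 3 SD, cut at about 34% in these data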;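 further: 0% = IFN-gamma with DMSO and 100% = IFN-gamma with 300 µM nifuroxazide; values of inactives mirror those of a sister screen read the other way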
APP transl inh: inhibitors of APP translation via 5'UTR reporter, primary screen, APP 5'UTR luciferase, SH-SY5Y cells | actives 0.82% (n = 190,000) | AID 1285, 2008 | SH-SY5Y APP 5'UTR-luciferase reporter, luminescence | inhibition, % at 2 µM;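 active means inhibition above a set limit, derived from the sample mean plus 3 SD, cut at about 45% in these data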; further: values of inactives mirror those of a sister screen read the other way
STAT1 activator: STAT1 signaling activators, primary screen, cell-based, HTS, luciferase reporter; NIH 3T3 STAT1-luciferase reporter, IFN-gamma, luminescence; 100% = IFN-gamma alone, no compound; activation (% of control), % at 5.5 µM; actives 2.6% (n = 200,000); AID 932, 2007;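 active means activation above the screen-wide mean activation plus 3 SD, cut at about 130% in these data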;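 further: raw ratio to IFN-gamma control signal so 100% means no change and 0% no light; values of inactives mirror those of a sister screen read the other way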
STAT3 inh: IL-6 driven STAT3 reporter inhibitors, primary screen, U3A cells, luciferase, luminescence, MLSCN library | IL-6 STAT3-luciferase reporter; host cell line lacks STAT1 | inhibition, % at 5.5 µM | actives 0.89% (n = 190,000) | AID 862, 2007;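 active means inhibition above the mean inhibition across all screened compounds plus 3 SD, cut at about 44% in these data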;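 further: 0% = DMSO only wells and 100% = 100 µM nifuroxazide control wells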
APP 5'UTR act: activators of APP 5'UTR luciferase reporter, primary screen, SH-SY5Y cells. activation, % at 2 µM. AID 1276, 2008. actives 1% (n = 190,000). SH-SY5Y APP 5'UTR luciferase reporter, luminescence; zero percent = DMSO vehicle wells;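 active means activation above a set limit, based on mean plus 3 SD of controls, cut at about 140% in these data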; further: values of inactives mirror those of a sister screen read the other way
Numbers without * were called inactive; x = no result given.

SMILES	STAT3 activator	NF-kB neuron act	FLuc inhib CS	ROMK primary	FLuc stim CS	STAT1 inh	APP transl inh	STAT1 activator	STAT3 inh	APP 5'UTR act
COc1ccc(-c2nc(NC(=O)CSCCO)sc2C)cc1	95	1.4	-5	1.1	1.1	0	-24	98	14	24
O=C(O)C1CC(=O)N(Cc2ccccc2)C1 (configuration not stated)	95	0.92	-5	x	1.1	-10	-10	109	5	10
COC(=O)c1ccccc1NS(=O)(=O)c1cn(C)c(=O)n(C)c1=O	103	1.2	-5	x	1	-4	8	104	6	-8
COc1cccc(-c2nc(NCCN3CCOCC3)c3ccccc3n2)c1O	95	0.3	-6	-0.84	1.1	-15	1	114	10	-1
CSc1nsc(SCc2ccc(Cl)cc2)n1	103	1.2	15	x	0.9	-7	7	106	0	-7
Cc1cc(C)nc(N2CCCC(C(=O)NC(C)CCc3ccco3)C2)n1 (configuration not stated)	108	1	-2	-0.53	1	1	-2	99	-4	2
COc1ccc(COC(=O)NC2CCN(S(=O)(=O)c3ccc(OC)cc3)CC2)cc1	98	0.75	-2	x	1	1	6	99	5	-6
COc1ccc2[nH]c(=O)c(CN(C(=O)c3ccccn3)C3CCCCC3)cc2c1	96	0.71	-6	x	1.1	0	0	100	10	1
C=CCNC(=O)c1c(Br)cnn1-c1ccc(C)cc1	108	3	20	x	0.8	-55	-76	147*	-4	76
Cc1ccc(CNC(=O)[C@H]2C[C@@H]2[C@H](NP(=O)(c2ccccc2)c2ccccc2)c2ccccc2)o1	106	0.78	-4	-0.44	1	1	-6	99	-10	6
N#Cc1nc(COc2ccccc2)oc1N1CCOCC1	105	1	-6	x	1.1	-4	10	104	-2	-10
O=S(=O)(/N=C(\c1ccccc1)N1CCOCC1)c1cccs1	104	1.1	-3	-0.28	1	8	-54	92	-1	54
Clc1ccc(-c2nnc3sc(-c4ccc(Br)o4)nn23)c(Cl)c1	95	1.2	1	x	1	3	-6	97	11	6
Cc1ccc(S(=O)(=O)CCc2nnc(N)s2)cc1C	100	1.1	-4	-0.46	1	4	7	100	2	-7
O=C(NCc1nnc(SCC(=O)N2CCCc3ccccc32)o1)c1ccccc1F	96	1.2	-3	-0.034	1	-2	10	101	9	-10
CCn1c(SCC(=O)c2ccc(OC)cc2)nnc1C(C)NC(=O)c1ccc(OC)cc1 (configuration not stated)	94	1.1	1	x	1	9	19	91	11	-19
CC(O)C(NS(=O)(=O)c1ccc(Cl)cc1)C(=O)OCC(=O)Nc1cccnc1Cl (configuration not stated)	96	1.4	-6	-0.51	1.1	5	-12	95	6	12
O=C(c1nc2ccccn2c1CN1CCC(Cc2ccccc2)CC1)N1CCCC1	104	0.98	-2	-0.056	1	-1	0	100	7	0
O=C(NC(=S)N1CCN(c2c(Cl)cccc2[N+](=O)[O-])CC1)c1cccs1	117	1.1	2	x	1	-3	-19	103	-19	19
CCOC(=O)C1=C(CSc2nncn2C)NC(=O)NC1c1cc(OCC)ccc1OCC (configuration not stated)	99	1.2	-1	x	1	-2	-1	102	4	1
Cc1cccc(N(CC(=O)N2CCN(C)CC2)S(=O)(=O)c2ccccc2)c1	94	2.1	-5	-0.31	1	6	5	94	9	-5
CCCCc1nc2ccccc2c(C(=O)O)c1C	107	1.2	-1	0.86	1	10	8	91	-8	-8
O=C(Nc1ccc(-c2ccccc2)cc1)c1ccco1	111	0.98	-10	0.41	1.1	-2	1	102	1	-1
CC1CCc2nc(NC(=O)Cc3cccs3)sc2C1 (configuration not stated)	105	4.3*	17	-0.18	0.8	-46	-105	143*	-2	105
O=C(COC(=O)c1ccc(CNS(=O)(=O)c2ccc(F)c(Cl)c2)cc1)NCC1CCCCC1	101	1	-18	x	1.2	-2	6	102	-1	-6
O=C1CC(c2ccccc2Br)c2cc3c(cc2N1)CCC3 (configuration not stated)	101	1	2	-0.65	1	12	-11	88	5	11
CCOC(=O)c1c[nH]c2c(C(F)(F)F)cccc2c1=O	99	1.1	-2	1	1	-11	25	108	4	-25
CC(CC(=O)Nc1nncs1)c1ccccc1 (configuration not stated)	97	1	-5	-1.3	1	-4	-5	105	7	5
CCCCN(C(=O)CSc1nnc(Nc2ccccc2)s1)c1c(N)n(CCC)c(=O)[nH]c1=O	110	1.4	44	0.48	0.6	7	4	94	-3	-4
Cc1nn(C)c(C)c1CNC(=O)Nc1ccc(Cl)cc1	104	2	25	0.13	0.7	-33	-55	129*	-2	55
Clc1ccc(-c2nnn(Cc3nc4ccccc4s3)n2)cc1	132	1.2	2	-0.026	1	-5	-16	104	-29	16
CCCc1cc(=O)oc2c(C)c(OCC(=O)c3ccc(N4CCCC4)cc3)ccc12	99	0.87	-8	x	1.1	-4	-15	104	9	15
O=C(CN1CCCC1)Nc1ccc(NC(=O)Nc2ccccc2Cl)cc1	94	1.1	11	x	0.9	-5	-18	105	10	18
Cc1ccccc1-n1c(SCC(=O)NC(N)=O)nc2sc(-c3ccccc3)cc2c1=O	88	0.8	1	0.66	1	8	9	93	13	-9
O=C(Cc1ccccc1)n1nc(-c2ccco2)nc1SCc1ccccc1	95	1.4	35	-0.86	0.6	-7	-29	107	10	29
CCOc1ccc(NC(=S)N(CCN2CCOCC2)Cc2cc3cc4c(cc3[nH]c2=O)OCO4)cc1	107	1	-4	1.1	1	0	-9	98	-2	9
COc1ccc(-c2ccc(SCC(=O)c3ccc(F)cc3)nn2)cc1OC	112	1	4	-0.12	1	15	-31	85	-14	31
COc1cc(C2C3=C(CC(C)(C)CC3=O)OC3=C2C(=O)CC(C)(C)C3)cc([N+](=O)[O-])c1O	104	1.1	-6	0.018	1.1	8	-24	91	-2	24
COc1cc(NC(=O)CSc2nc3c(c(=O)[nH]2)CCCC3)cc(OC)c1OC	97	0.95	-5	-0.068	1.1	8	7	91	10	-7
COc1ccc(C)cc1NC(=O)CN1CCN(c2ccc(F)cc2)CC1	96	1.1	-7	-1.9	1.1	2	0	98	9	0

Sorted by the number under FLuc inhib CS (largest number first): some entries from above
| SMILES | STAT3 activator | NF-kB neuron act | FLuc inhib CS | ROMK primary | FLuc stim CS | STAT1 inh | APP transl inh | STAT1 activator | APP 5'UTR act |
| --- | --- | --- | --- | --- | --- | --- | --- | --- | --- |
| CC1CCc2nc(NC(=O)Cc3cccs3)sc2C1 (configuration not stated) | 105 | 4.3* | 17 | -0.18 | 0.8 | -46 | -105 | 143* | 105 |
| O=C1CC(c2ccccc2Br)c2cc3c(cc2N1)CCC3 (configuration not stated) | 101 | 1 | 2 | -0.65 | 1 | 12 | -11 | 88 | 11 |
| Cc1ccccc1-n1c(SCC(=O)NC(N)=O)nc2sc(-c3ccccc3)cc2c1=O | 88 | 0.8 | 1 | 0.66 | 1 | 8 | 9 | 93 | -9 |
| O=C(Nc1ccc(-c2ccccc2)cc1)c1ccco1 | 111 | 0.98 | -10 | 0.41 | 1.1 | -2 | 1 | 102 | -1 |

Later entries.
SMILES	STAT3 activator	NF-kB neuron act	FLuc inhib CS	ROMK primary	FLuc stim CS	STAT1 inh	APP transl inh	STAT1 activator	STAT3 inh	APP 5'UTR act
CN(C)S(=O)(=O)c1ccc(NCC2COc3ccccc3O2)c([N+](=O)[O-])c1 (configuration not stated)	106	1.1	0	0.014	1	-16	-5	114	-5	5
CN(CC(=O)NCCc1ccccc1)S(=O)(=O)c1cnc[nH]1	111	1.4	-4	0.65	1	5	-8	96	-16	8
O=c1oc2cc(Br)ccc2n1CSC1=NCCS1	112	7.7*	4	x	1	2	-23	98	-9	23
CSCCC(=O)N1CCCC(CNC(=O)c2ccc(-c3ccccc3)cc2)C1 (configuration not stated)	94	1	22	0.074	0.8	1	7	99	13	-7
Cn1c(Cc2ccccc2)nnc1SCC(=O)N1CCN(c2ccccc2)CC1	100	1.1	1	0.017	1	3	4	97	3	-4
O=C(NC(=S)NC1CC1)c1cccnc1	106	1.2	-3	x	1	3	1	98	-7	-1
COc1ccc(S(=O)(=O)n2nc(-c3ccc(Cl)cc3)cc2N)cc1OC	70	0.81	-1	x	1	7	4	94	42	-4
CCN(C(=O)COC(=O)c1ccc2c(=O)n3c(nc2c1)CCC3)C1CCS(=O)(=O)C1 (configuration not stated)	104	1	-1	-0.32	1	-1	-4	99	-1	4
CCN(CC)c1ccc2cc(C(=O)Nc3ccccn3)c(=O)oc2c1	68	3.6*	45	x	0.6	-56	-97	154*	42	97
CC(c1ccccc1)C1C(C#N)=C(N)OC2=C1C(=O)CCC2 (configuration not stated)	83	1.1	0	-0.34	1	5	-1	96	28	1
COc1ccc(NC(=O)c2c(SC)nsc2SC)cc1	85	1.2	0	x	1	1	-5	99	23	5
CC(OC(=O)c1cccs1)C(=O)Nc1nc(-c2ccccc2)cs1 (configuration not stated)	94	1.7	-4	x	1	10	-14	91	2	14
CC(C)CCn1c(SCC#N)nc2c(sc3ccccc32)c1=O	92	1.1	-6	-0.07	1.1	4	3	96	13	-3
CCOCC(=O)Nc1ccccc1C(=O)N1CCOCC1	96	1.1	-7	-1.4	1.1	-3	-14	100	12	13
Cn1c(=O)c2c(nc(N3CCNCC3)n2Cc2ccccc2Cl)n(C)c1=O	97	1	-2	1.6*	1	-2	-3	100	6	3
O=C(OC1CCOC1=O)c1ccc(N2CCCC2)c([N+](=O)[O-])c1 (configuration not stated)	99	0.97	2	0.2	1	4	-22	95	4	22
COc1ccc(C2C(C(C)=O)=C(O)C(=O)N2c2cccnc2)cc1OC (configuration not stated)	105	1	-6	1.7	1.1	-8	0	106	-5	0
CC1Cc2ccccc2N1C(=O)CSc1nnc2n1C(C)(C)Cc1ccccc1-2 (configuration not stated)	90	1.1	-4	x	1	3	8	97	15	-8
Cc1nc2ccccc2c(=O)n1/N=C/c1c(O)ccc2ccccc12	99	0.61	-5	0.34	1	-6	36	104	3	-36
N#CCCNc1c(Cl)cc(Cl)cc1C(=O)O	108	1.1	-4	0.024	1	2	1	98	-5	-1
Cc1cc(SCC(=O)N2CCCC2)nc2ccccc12	102	1.1	-2	-0.62	1	-10	12	109	0	-12
CCOC(=O)c1ccc2nc(NC(C)=O)sc2c1	97	2.8	8	-0.022	0.9	-70	-80	161*	9	80
CCC(C)[C@H](NC(=O)Nc1cccc(Cl)c1)C(=O)O (some centres not stated)	94	1.1	1	0.28	1	-3	0	103	7	0
O=C(N/N=C\c1cn[nH]c1-c1ccccc1)c1ccc([N+](=O)[O-])cc1	95	1.1	-6	-0.42	1.1	-8	-11	107	8	11
N#Cc1c(C(F)(F)F)cc(-c2ccc(Cl)c(Cl)c2)nc1SCCN1CCOCC1	160*	0.95	-7	x	1.1	12	7	89	-62	-7
Cc1ccc(/C=N/n2c(-c3cccnc3)n[nH]c2=S)s1	100	1.3	9	x	0.9	-7	-2	106	0	2
Cc1cccc2c(=O)n3c(nc12)CCCCC3	102	1.1	-5	-0.026	1.1	-4	-22	104	2	22
